Assay outcomes: PubChem, National Center for Advancing Translational Sciences (NCATS)
TDP1 cell noCPT: qHTS for Inhibitors of human tyrosyl-DNA phosphodiesterase 1 (TDP1): qHTS in cells in absence of CPT | DT40 Tdp1-/- hTDP1 cells, no CPT, ATP luminescence, 48 h | Potency, µM (top dose mostly 46.2 µM), inactives show at the highest dose activity change, negative = growth inhibition, usual class: inhibitors | 420,000 compounds, 15% hits | AID 686978, 2013; further: nearly all actives have a fitted effect of over 55% in size
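Cells were dispensed at 400 per well, compounds added by pin tool, plates incubated ≥48 hr at 37 °C, then CellTiter-Glo added for 30 min at room temperature before luminescence reading. Line: DT40 Tdp1-/- complemented with hTDP1; camptothecin omitted.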
TDP1 block: blocks human tyrosyl-DNA phosphodiesterase 1. Q9NUW8. recombinant TDP1, AlphaScreen DNA substrate cleavage. Potency, µM (series often up to 130 µM), for inactives: at the highest dose activity change, negative = inhibition, hits mostly inhibitors. 350,000 compounds, 0.28% hits. AID 485290; further: nearly all actives have a fitted effect of over 40% in size
Target sequence (Q9NUW8 whole entry, looked up): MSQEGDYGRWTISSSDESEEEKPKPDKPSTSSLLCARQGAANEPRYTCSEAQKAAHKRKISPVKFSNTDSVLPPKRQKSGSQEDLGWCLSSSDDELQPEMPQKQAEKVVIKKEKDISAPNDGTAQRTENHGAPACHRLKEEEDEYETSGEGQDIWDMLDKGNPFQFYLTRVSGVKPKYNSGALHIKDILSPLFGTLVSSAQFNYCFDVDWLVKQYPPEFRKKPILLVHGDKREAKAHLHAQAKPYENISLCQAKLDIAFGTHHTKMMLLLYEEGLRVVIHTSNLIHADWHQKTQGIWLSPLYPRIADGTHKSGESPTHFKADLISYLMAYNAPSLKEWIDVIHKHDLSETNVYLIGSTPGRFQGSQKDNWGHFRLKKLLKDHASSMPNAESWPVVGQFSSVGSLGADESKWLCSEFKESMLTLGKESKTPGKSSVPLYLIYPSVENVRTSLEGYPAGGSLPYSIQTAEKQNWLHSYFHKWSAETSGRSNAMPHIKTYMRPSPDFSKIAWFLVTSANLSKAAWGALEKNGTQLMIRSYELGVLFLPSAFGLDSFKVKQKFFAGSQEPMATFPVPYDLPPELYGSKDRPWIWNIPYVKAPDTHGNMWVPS
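E. coli-derived human Tdp1, 1 nM final. Cpd preinc 15 min RT; substrate 15 nM final, 5 min RT; AS bead mix 10 ug/ml final, 10 min RT. Signal loss = tyrosine-FITC cleavage. No-enzyme wells = max signal.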
N370S GC mod: inhibitors or activators of N370S glucocerebrosidase for Gaucher disease; 330,000 compounds, 0.092% hits; N370S GC spleen homogenate, 4MU-glucoside fluorescence; Potency, µM (top dose mostly 59.4 µM), for inactives: at the top dose activity change, negative = inhibition, most hits filed as inhibitors; P04062;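 further: 0% = full enzyme activity and -100% = no enzyme basal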
Numbers without * were called inactive; u = inconclusive; x = not tested or not shown; [ ] = another dose, or the depositor's remark. The call rests on the fitted dose curve; in most records, active means well fitted curve in the direction sought with a large enough effect; inconclusive means small, poorly fitted or top-dose-only effect, or another doubt; inactive means no such curve, though single readings can be large; an effect the other way counts as inactive or inconclusive. Unless noted, on the % scale 0 is the no-effect control and ±100 the full control effect; potency means the concentration at half of the fitted maximal effect. A portion of the library. The share of hits here may be higher or lower than overall.

The first 6 compounds, ahead of the listing:
SMILES | TDP1 cell noCPT | TDP1 block | N370S GC mod
CC(NC(=O)Cc1cccs1)c1ccc2c(c1)OCO2 (stereo not drawn) | -17% | 0% | 7%
CCOc1ccc(C(=O)NNC(=O)c2cc(S(=O)(=O)N3CCOCC3)ccc2Cl)cc1 | -6% | 0% | x
COc1ccc(CNC(=O)CN(Cc2ccc(F)cc2)C(=O)CCC(=O)Nc2nccs2)cc1 | -23% | 3% | -15%
COc1ccccc1C(=O)Nc1ccccc1OCc1cc(=O)n2cc(C)sc2n1 | u | 6% | x
COc1ccccc1/C=N/NC(=O)CC(=O)Nc1ccc(Cl)c(Cl)c1 | -2% | 8% | -7%
COc1ccc(S(=O)(=O)NCc2ccc3c(c2)CCN3C(C)=O)cc1OC | u | -3% | x

Results, previewed entries included:
SMILES | TDP1 cell noCPT | TDP1 block | N370S GC mod
CC(NC(=O)Cc1cccs1)c1ccc2c(c1)OCO2 (stereo not drawn) | -17% | 0% | 7%
CCOc1ccc(C(=O)NNC(=O)c2cc(S(=O)(=O)N3CCOCC3)ccc2Cl)cc1 | -6% | 0% | x
COc1ccc(CNC(=O)CN(Cc2ccc(F)cc2)C(=O)CCC(=O)Nc2nccs2)cc1 | -23% | 3% | -15%
COc1ccccc1C(=O)Nc1ccccc1OCc1cc(=O)n2cc(C)sc2n1 | u | 6% | x
COc1ccccc1/C=N/NC(=O)CC(=O)Nc1ccc(Cl)c(Cl)c1 | -2% | 8% | -7%
COc1ccc(S(=O)(=O)NCc2ccc3c(c2)CCN3C(C)=O)cc1OC | u | -3% | x
O=C(OCC(=O)c1cccs1)c1cccc(C(=O)OCC(=O)c2cccs2)n1 | -5% | 5% | 5%
CCCCNC(=O)O/N=C(\N)CS(=O)(=O)C(C)(C)C | 9% | 5% | 8%
CC(=O)c1ccc(NC(=O)COC(=O)c2ccccc2N=Nc2ccc(N(C)C)cc2)cc1 | 21µM* | 2% | 4%
N#CCC(=O)NCC1(c2ccccc2)CCCC1 | 13% | -3% | -7%
O=C(C1=C(c2ccccc2)C(=O)c2ccccc2C1=O)c1ccccc1 | 2.9µM* | 3% | 4%
COC(=O)[C@@H]1C[C@@H](c2ccccc2)[C@H](C)C1(C)C | u | x | -6%
Cc1ccc(S(=O)(=O)/C(C#N)=C/c2ccccc2OCc2ccccc2)cc1 | u | 5% | 15%
O=C(CN1CCN(c2ccccc2)CC1)N1CCc2ccccc21 | -11% | x | -7%
O=C(COC(=O)c1ccccc1NC(=O)c1ccco1)NCc1ccc2c(c1)OCO2 | u | -2% | -1%
O=c1oc2ccc(C#CC3(O)CCCCC3)cc2cc1-n1cc(C2(O)CCCCC2)nn1 | -16% | -4% | x
COC(=O)c1sccc1NC(=O)C1CC2CCC1C2 (stereo not drawn) | -29% | 4% | 8%
N#Cc1ncc(C(F)(F)F)cc1Sc1ccccc1N | u | 4% | 4%
O=C1COc2ccc(-c3csc(NCC4CCCO4)n3)cc2N1 (stereo not drawn) | -24% | 5% | -7%
CCSc1cc(N2CCCC2)nc(-c2cccc(C)c2)n1 | -13% | -3% | -1%
COc1cc(CC(=O)NNC(=O)c2cccs2)cc(OC)c1OC | 4% | -4% | x
CC(=O)Nc1ccc(NC(=O)Nc2ccccc2C)cc1 | 10% | 6% | 9%
O=C1CC(c2cc(F)ccc2F)c2cc3c(cc2N1)CCC3 (stereo not drawn) | 3.7µM* | -3% | 2%
CCn1c(C)nc2cc(C(=O)NNC(=S)Nc3ccc(Cl)cc3)ccc21 | u | x | 8%
CCOc1ccc(NC(=O)C(C)Sc2nnc3cc(C)c4ccccc4n23)cc1 (stereo not drawn) | u | 2% | x
Next part.
SMILES | TDP1 cell noCPT | TDP1 block | N370S GC mod
COc1cccc(N2CC(NC(=O)/C=C\c3ccccc3)CC2=O)c1 (stereo not drawn) | -25% | 8% | x
Cc1noc(C)c1NC(=O)N(C)C[C@H]1Oc2ccc(NS(=O)(=O)c3cn(C)cn3)cc2C(=O)N([C@H](C)CO)C[C@@H]1C | -2% | 0% | x
CC(=O)c1ccc(N2CCN(C(=O)Nc3ccc(F)cc3)CC2)cc1 | x | 2% | -4%
Cc1ccc(N2CC(O)Cn3c2nc2c3c(=O)n(C)c(=O)n2C)cc1 (stereo not drawn) | 13% | x | -12%
Cc1nn(-c2ccc(F)cc2F)c2c1-c1nc(N3CCCC3)ncc1CC2 | u | 9% | u
Cc1ccc(C(=O)/C=C/Nc2cccc([N+](=O)[O-])c2)o1 | -29% | 3% | -6%
Cc1onc(CO)c1C(=O)Nc1nccs1 | -4% | -2% | -21%
Cc1ccc(S(=O)(=O)Cn2nnnc2C(CC(C)C)N2CCN(C3CCCC3)CC2)cc1 (stereo not drawn) | u | 13% | -21%
CCCOc1cccc(C2C(C(=O)c3ccco3)=C(O)C(=O)N2CCCn2ccnc2)c1 (stereo not drawn) | 4% | 6% | -6%
Cc1c(/C=N/NC(=O)c2cccnc2)c2ccccn2c1C(=O)c1ccc(F)cc1 | x | 6% | 2%
CCCCOc1ccc(N2CC(C(=O)NCCc3ccc(OC)c(OC)c3)CC2=O)cc1 (stereo not drawn) | -27% | 1% | -5%
CC(=O)Nc1ccc(S(=O)(=O)Nc2cccc(-n3cnnn3)c2)cc1 | -14% | 3% | 0%
Cc1ccc(C)c(-n2ccnc2SCC(=O)c2c(N)n(C3CC3)c(=O)[nH]c2=O)c1 | u | -4%[56.1 µM] | x
COc1ccc(CCNC(=O)Cc2cc(OCc3ccccc3)c(OC)cc2[N+](=O)[O-])cc1OC | u | 4% | -15%
Cc1cc(=O)[nH]c(SCc2nnc(-c3ccccc3)o2)n1 | -13% | 3% | 11%
CCc1nn(CC(=O)NCCN2CCOCC2)c(=O)c2cc3c(OC)cccc3n12 | -26% | 0% | -10%
O=C(O)Cc1ccc(C(=O)CSc2ccccc2)s1 | -14% | x | 12%
COc1ccccc1/C=C/CN1CCC(Oc2ccc(C(=O)N3CCCCC3)cc2)CC1 | 26µM* | 5%[56.1 µM] | -6%
COCCn1c(SCC(=O)N2CCCc3ccccc32)nc2cccnc21 | u | 5% | -1%
CCCN1C(=O)C(Cc2nc3ccccc3c(=O)n2-c2ccccc2)c2ccccc21 (stereo not drawn) | u | 2% | u
CCOC(=O)COn1c(=O)c(-c2ccco2)[n+]([O-])c2ccccc21 | -3% | -1% | 2%
COc1ccc2[nH]cc(C(=O)C(=O)N3CCCCC3)c2c1 | -3% | x | 2%
COc1cccc(OCCSc2nc3ccccc3n2CC(=O)N2CCOCC2)c1 | 1% | 6% | x
Cc1ccc2c(c1)C1(C(=O)N2)N2CCCC2C(C(=O)c2ccc3ccccc3c2)C12C(=O)Nc1ccccc12 (stereo not drawn) | u | 8% | 13%
Cc1nn(CC(=O)N(C)C2(C#N)CCCCC2)c(C)c1[N+](=O)[O-] | 5% | 1% | x
Next part:
SMILES | TDP1 cell noCPT | TDP1 block | N370S GC mod
O=CNC(n1cnc2c(N3CCOCC3)ncnc21)C(Cl)(Cl)Cl (stereo not drawn) | -23% | x | -24%
CNc1snc(C)c1C(=O)OC(C)C(=O)Nc1ccc(F)cc1 (stereo not drawn) | u | 0% | x
Cc1cc(OCC(=O)c2ccc(C(F)(F)F)cc2)n2cnnc2n1 | -10% | -1% | 9%
CCOC(=O)CSc1nc(N)c(C#N)c(-c2ccc(OC)cc2)c1C#N | -25% | 2% | -2%
COC(=O)c1ccsc1NC(=O)CN1C(=O)CCC1=O | 1% | x | 2%
O=C(Nc1ccc(S(=O)(=O)Nc2nccs2)cc1)c1ccc(F)c(S(=O)(=O)N2CCOCC2)c1 | u | 5% | 0%
COc1ccc2c(C(=O)CN3CCSCC3)c[nH]c2c1 | -22% | 4% | -16%
O=C(O)CSCC(=O)Nc1ccc(Cl)cc1C(F)(F)F | 17% | -4% | -4%
O=S(=O)(Nc1nc2ccccc2nc1N1CCN(CCO)CC1)c1cc(F)ccc1F | 21% | 3% | x
CCc1nc(N[C@@H](Cc2c[nH]c3ccccc23)C(=O)O)c2oc3ccccc3c2n1 | -19% | 12% | -7%
COc1ccc(N(Cc2cc3cccc(C)c3[nH]c2=O)C(=O)C2CCCO2)cc1 (stereo not drawn) | u | 3% | 5%
O=C1c2ccccc2C(=O)N1CCSc1ccccc1 | -9% | -3% | 9%
COc1ccccc1OCc1csc(NC(=O)c2ccco2)n1 | -22% | 0% | u
O=C(NC1CCCCCC1)c1cc(S(=O)(=O)N2CCOCC2)ccc1F | -4% | 4% | 28%
Cc1cc(OC(=O)c2ccc(Cl)cc2)cc(=O)n1C | -49% | 0% | 3%
CCN(CC)C(=O)c1[nH]cnc1C(=O)Nc1cccc(Cl)c1 | u | 0% | x
COC(=O)C1=CN(Cc2ccc(C)cc2)C=C(C(=O)OC)C1c1ccc(F)c(F)c1 | 23µM* | x | u
CCOCCCNC(=O)c1cccc(NC(=O)C2=C(C)OCCS2)c1 | 3% | x | -4%
COc1ccc(S(N)(=O)=O)cc1C(=O)OCC(=O)NC(C)(C#N)C1CC1 (stereo not drawn) | -2% | 1% | x
CCOc1ncccc1C(=O)Nc1cccc(-c2nc3cccnc3s2)c1 | 13µM* | 3% | -2%
Fc1ccc(-n2ncc3c(NCCCn4ccnc4)ncnc32)cc1 | u | 5% | x
CC1CCN(C(=O)c2ccccc2NC(=O)Cc2ccccc2)CC1 | 9% | 1% | 4%
Fc1ccc(-c2csc(N3CCOCC3)n2)cc1 | u | 5% | 25%
Cc1cc(N/N=C/c2ccncc2)c([N+](=O)[O-])cc1[N+](=O)[O-] | -17% | x | 1%
Cc1ccc(S(=O)(=O)NC2CC(C)(C)NC(C)(C)C2)cc1 | -7% | x | 0%

Whole records from above. Order of values: TDP1 cell noCPT | TDP1 block | N370S GC mod
Fc1ccc(-n2ncc3c(NCCCn4ccnc4)ncnc32)cc1 is listed as u | 5% | x
Cc1cc(OC(=O)c2ccc(Cl)cc2)cc(=O)n1C is listed as -49% | 0% | 3%

Next section:
SMILES | TDP1 cell noCPT | TDP1 block | N370S GC mod
Cn1c(=O)c2c(SCC(=O)N3CCc4ccccc43)nc(-c3ccccc3Cl)nc2n(C)c1=O | -2% | -3% | x
CCc1ccc(NC(=S)NCc2ccccc2)cc1 | 14% | 2% | 28%
CCOC(=O)c1c(NC(=O)c2ccc(C)cc2)sc2c1CCCCC2 | 5% | 0%[2.28 µM] | x
CCN(CC)c1ccc(C(=O)OCC(=O)Nc2cc(C)on2)cc1 | u | -2%[56.1 µM] | x
O=C(Cn1nnc(-c2ccc(CN3CCOCC3)cc2)n1)Nc1nc(-c2ccccc2)cs1 | 21µM* | 9% | 2%[2.35 µM]
CC(=O)c1csc(COc2ccc(Cl)cc2)n1 | -28% | 3% | -13%
Cn1c(/C(C#N)=C(\O)CN2CCN(Cc3ccccc3)CC2)nc2ccccc21 | -20% | 6% | 2%
O=c1c2ccccc2ncn1CCOc1ccccc1[N+](=O)[O-] | -24% | 0% | 7%
COc1cccc(OCCNc2ccc([N+](=O)[O-])cn2)c1 | -27% | 3% | x
CCc1ccc(OCCOCC(O)CNC(C)CC)cc1 (stereo not drawn) | u | 3% | -11%
ON1C(c2ccccc2)CC2(O)c3nonc3CCC12 (stereo not drawn) | -10% | -5% | 2%
Cc1cccc(C)c1NC(=O)CSc1nc(COc2ccccc2)nc2ccccc12 | u | 2% | 7%
CC(=O)C1=C(O)C(=O)N(CCNCCO)C1c1ccccc1 (stereo not drawn) | -3% | 0% | -1%
C#CCOC(=O)CCC(=O)NCCc1ccccc1 | 4% | 2% | -8%
O=[N+]([O-])c1ccc(S(=O)(=O)Nc2nnc(C(F)(F)F)s2)cc1 | 10% | 6% | u
Cc1ccc(-n2c(=O)c3c(cnn3C)n(CC(=O)Nc3cccc(C)c3)c2=O)cc1 | u | 3% | x
CCn1c(NC(C)=O)c(-c2ccccc2Cl)c(=O)c2ccccc21 | 11% | x | -2%
O=C1CC(NS(=O)(=O)c2cccs2)CN1c1cccc(F)c1 (stereo not drawn) | u | x | 1%
CCN(CC)S(=O)(=O)c1ccc(Cl)c(NC(=O)CSc2cccc[n+]2[O-])c1 | -1% | 3% | -3%
Cc1cc(C(=O)NNC(=O)c2ccc(S(=O)(=O)N(C)C)cc2)c(C)o1 | -6% | 0% | -1%
O=C1CC(c2ccc3c(c2)OCO3)c2cc(O)ccc2O1 (stereo not drawn) | x | -4%[234 µM] | 2%[89.1 µM]
COc1ccccc1NC(=O)C1=C(C)Nc2nc(CCCO)nn2C1c1cccnc1 (stereo not drawn) | -13% | 3% | 3%
CC(C)c1nnc(NC(=O)C2CCN(C(=O)Nc3ccc(Cl)cc3)CC2)s1 | -21% | -6% | -16%
CSCc1ccc(C(=O)NC(C)c2cnn(-c3ccccn3)c2C)o1 (stereo not drawn) | -15% | 6%[56.1 µM] | 3%
Cc1cccc(NC(=O)CCNC(=O)c2ccco2)c1C | 2% | -3% | -1%
